# BoNT-F LC inh: blocks Botulinum neurotoxin F light chain protease; Multiplex microsphere protease cleavage assay, flow cytometry; inhibition, % at 10 µM; actives 0.22% (n = 360,000); AID 588497; in the data active means inhibition above about 35%, passing the limit was not always enough; inconclusive means no clear call, values can overlap the other calls; further: plate controls were buffer without enzyme for full effect and enzyme alone for no effect
# Mtb FBA inh: inhibitors of M. tuberculosis fructose-bisphosphate aldolase | P9WQA3 | purified M. tuberculosis FBA, fluorescence read-out | inhibition, % at 1 µM | actives 2.3% (n = 360,000); in the data active means inhibition above about 27%;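 further: 0% = vehicle and 100% = reference inhibitor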
# Target sequence (P9WQA3 whole entry, looked up): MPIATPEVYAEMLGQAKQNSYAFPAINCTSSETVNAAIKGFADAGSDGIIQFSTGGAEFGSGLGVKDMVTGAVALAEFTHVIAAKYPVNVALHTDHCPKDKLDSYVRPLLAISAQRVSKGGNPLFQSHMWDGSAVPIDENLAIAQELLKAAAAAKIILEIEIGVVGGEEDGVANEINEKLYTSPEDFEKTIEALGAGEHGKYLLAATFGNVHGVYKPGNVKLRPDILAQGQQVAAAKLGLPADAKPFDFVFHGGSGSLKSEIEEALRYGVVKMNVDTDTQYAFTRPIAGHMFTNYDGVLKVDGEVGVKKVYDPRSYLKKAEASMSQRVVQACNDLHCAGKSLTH
# PrPC TRFRET: reduces human prion protein on the cell surface; cell surface PrPC, TR-FRET read-out; actives 0.43% (n = 370,000); AID 720596; inhibition, % at 13.8 µM; in the data active means inhibition above about 24%; further: 0% = median of the test wells and 100% = reference compound wells
# Rv3671c protease: Rv3671c (M. tuberculosis) protease inhibition. inhibition, % at 5.96 µM. actives 0.048% (n = 320,000); in the data active means inhibition above about 38%;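 further: extracellular domain of Rv3671c used as enzyme; 0% = enzyme with DMSO and 100% = no enzyme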
# Target sequence (P9WHR9 whole entry, looked up, the tested form may be a part): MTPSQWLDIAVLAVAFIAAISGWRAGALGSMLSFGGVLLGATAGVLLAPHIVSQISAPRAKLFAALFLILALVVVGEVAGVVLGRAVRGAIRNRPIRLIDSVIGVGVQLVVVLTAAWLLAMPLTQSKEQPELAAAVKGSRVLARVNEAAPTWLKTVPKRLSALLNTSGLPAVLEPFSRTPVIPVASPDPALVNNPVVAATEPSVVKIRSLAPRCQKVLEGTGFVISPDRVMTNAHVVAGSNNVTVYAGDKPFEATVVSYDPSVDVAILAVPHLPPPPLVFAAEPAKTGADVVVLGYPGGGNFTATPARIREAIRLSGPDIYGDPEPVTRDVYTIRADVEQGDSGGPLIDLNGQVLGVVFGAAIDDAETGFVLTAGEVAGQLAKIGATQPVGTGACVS
# MazF activator: increases E. coli MazEF RNase cleavage of RNA; P0AE70; FAM/BHQ RNA-DNA oligo cleavage fluorescence, 5 h; activation, % at 20 µM; actives 0.32% (n = 350,000); in the data active means activation above about 50%
# Target sequence (P0AE70 whole entry, looked up): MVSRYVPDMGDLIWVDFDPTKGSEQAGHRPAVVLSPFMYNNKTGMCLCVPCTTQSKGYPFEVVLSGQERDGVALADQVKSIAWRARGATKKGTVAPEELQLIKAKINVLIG
# Mtb BioA inh: inhibitors of Mycobacterium tuberculosis BioA enzyme; purified M. tuberculosis BioA enzyme, plate reader; inhibition, % at 9.99 µM; actives 0.096% (n = 360,000); in the data active means inhibition above about 40%; inconclusive means no clear call, values can overlap the other calls
# UGM FP inh: inhibitors of M. tuberculosis UDP-galactopyranose mutase | purified UGM, fluorescence polarization probe displacement | actives 0.06% (n = 320,000) | inhibition, % at 10 µM; in the data active means inhibition above about 10%, passing the limit was not always enough; inconclusive means no clear call, values can overlap the other calls
# GDH-TPI counter: counter-screen for M. tuberculosis FBA inhibitors: GDH-TPI coupled enzymes | actives 1.2% (n = 360,000) | GDH-TPI coupled enzyme counterscreen, NADH absorbance | inhibition, % at 4.8 µM; in the data active means inhibition above about 30%;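 further: 0% = DMSO wells and 100% = wells lacking the enzyme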
# FadD28 binding: M. tuberculosis FadD28 bisubstrate binding inhibition. inhibition, % at 12.5 µM. actives 0.22% (n = 360,000). FadD28 bisubstrate probe binding, fluorescence polarization; in the data active means inhibition above about 8.5%, passing the limit was not always enough; inconclusive means no clear call, values can overlap the other calls
# * = called active by the depositor; ? = inconclusive; / = not tested or not shown. Compounds as they come; overall some 4.8% were active at least once.
SMILES	BoNT-F LC inh	Mtb FBA inh	PrPC TRFRET	Rv3671c protease	MazF activator	Mtb BioA inh	UGM FP inh	GDH-TPI counter	FadD28 binding
Cc1ccc(C(=O)N2CCN(Cc3ccc4c(c3)OCO4)CC2)cc1C	11	0	3	4	5	0.5	1.0	-1	-3.0
O=C(O)c1cc2ccccc2c(N=Nc2cccnc2)c1O	1	-4	/	7	13	-0.9	-0.8	-4	2.8
COc1ccc(C2CCCN2C(=S)Nc2ccc(C)cc2Cl)cc1OC (stereo unspecified)	2	-5	13	7	6	5.7	0.1	-10	-3.8
S=C(NCCCN1CCOCC1)N1CCOCC1	0	3	-8	3	11	/	-2.4	8	-1.2
Cc1ccc(C)c(S(=O)(=O)N2CCN(C(=O)c3cncc(Br)c3)CC2)c1	-13	1	3	6	-1	3.3	-2.7	-8	-2.0
CCN(CC(=O)Nc1cc(Cl)ccc1C)C(=O)c1cc([N+](=O)[O-])ccc1N1CCOCC1	7	0	-18	4	-5	-1.5	6.5	19	-1.1
CC(C)CNc1ncnc2c1ncn2[C@H]1CN(Cc2ccc(Cl)cc2)C[C@@H](CO)O1	-2	0	16	/	/	3.6	/	16	-3.6
Cc1csc(N2CCN(c3cc4c(cc3Cl)nc(-c3ccncc3)n4CCCN3CCCC3)CC2)n1	-26	2	-22	2	13	-0.3	4.0	3	-3.9
O=C1c2ccccc2C(=O)N1Nc1ccc([N+](=O)[O-])cc1[N+](=O)[O-]	-13	-1	-44	3	-28	1.3	2.1	17	-2.5
O=[N+]([O-])c1ccc(N2CCCC2)cc1NC1CC1	-7	-27	-19	-1	-4	1.5	2.0	-10	-4.3
O=[N+]([O-])c1ccc(Oc2ccc(C(F)(F)F)cn2)cc1	-9	-2	-1	-7	3	/	-0.5	4	1.2
Cc1cccc(/C=N/c2sc3c(c2C#N)CCN(Cc2ccccc2)C3)c1O	-31	6	-4	-6	-12	/	5.1	0	-7.5
Cc1cc(=O)oc2c3c(cc(OCC(=O)NCC(O)c4ccccc4)c12)OC(C)(C)CC3 (stereo unspecified)	-2	49*	-8	/	/	0.8	/	15	-0.5
c1ccc(-c2cn3nc(-c4ccccc4)sc3n2)cc1	1	6	/	-1	-4	-0.9	2.8	8	-0.6
Cc1cc2cc(CNC(=S)NCc3ccccc3)ccc2n1C	-120	7	31*	6	23	-0.3	-1.2	4	0.2
O=C1Cc2cc(S(=O)(=O)Nc3ccc(F)cc3Cl)ccc2N1	15	3	-5	-4	-1	-1.1	4.8	6	-1.1
CCOc1cc2c(cc1OCC)C(c1ccccc1)N(c1ccccc1)C(=O)C2 (stereo unspecified)	-14	-1	6	-8	2	3.4	0.1	1	-2.5
O=c1c(-c2ccc(Br)cc2)coc2c(CN3CCCCC3)c(O)ccc12	-27	31*	-1	/	3	0.6	/	2	/
O=C(NC1CCCCC1)C1CCN(S(=O)(=O)c2cccc3nsnc23)CC1	-7	0	2	4	6	-1.4	1.2	-4	-4.4
COc1ccc(OCC(=O)Nc2cc3c(cc2C(=O)O)OCCCO3)cc1	-24	4	1	-7	4	-2.8	2.2	9	0.5
COC(=O)c1ccc(C)c(NC(=O)CCCN2C(=O)CN(C)C2=O)c1	-3	-2	5	1	2	2.9	1.9	4	-2.5
CCOc1cc(C(=O)NN2CCOCC2)cc(OCC)c1OCC	-29	3	0	6	9	-2.4	-2.9	3	0.4
CCCCOc1ccc(C(=O)Nc2ccc(S(=O)(=O)Nc3cc(C)on3)cc2)cc1OC	-8	2	5	8	56*	-0.5	4.6	6	2.2
COCCn1cnnc1SCC(=O)Nc1sc2c(c1C#N)CCC2	-6	-1	8	7	-3	0.6	0.0	1	-3.6
Cc1nnc2ccc(-c3cccc(NC(=O)Cc4cccs4)c3)nn12	-7	0	-21	-12	1	0.9	-0.4	-1	-5.2
C/C(=N\NC(=O)c1cccc(S(=O)(=O)N2CCOCC2)c1)c1ccc(C)cc1	-14	-1	-10	-5	5	1.0	-1.4	-8	-3.1
CN(C)c1ccc(/C=N/n2c(COc3ccccc3)n[nH]c2=S)cc1	25	0	7	8	-3	-0.7	/	35*	-2.9
O=C(Nc1ccc([N+](=O)[O-])cc1)Nc1ccon1	-2	-1	2	-4	0	2.0	0.0	2	-1.8
CCOc1ccc(N2C(=O)Nc3ccccc3C2(O)C(=O)NCc2ccco2)cc1 (stereo unspecified)	-6	-1	0	2	-28	/	-0.7	2	-3.2
COc1ccccc1C(=O)NCCC(=O)N1CCN(c2ccccc2Cl)CC1	2	5	4	2	5	6.8	1.0	12	-1.0
O=C1c2ccccc2C(=O)N1CCCP(=O)(O)CCc1ccccc1	5	-3	-7	3	3	-2.0	1.8	-4	-4.3
Cc1ccc(C)c(N2CCN(C(=O)CN(C)S(=O)(=O)c3ccc4c(c3)CCC(=O)N4)CC2)c1	-3	2	-4	2	3	-0.5	3.4	-8	-0.5
COc1cc(OC)cc(C(C(=O)NC2CCCCC2)N(C(=O)c2ccno2)c2ccccc2)c1 (stereo unspecified)	9	-10	-3	-1	-15	0.7	7.1	-5	-3.3
O=C(Nc1ccncc1)C1(c2ccccc2)CCCC1	2	2	2	0	0	-1.7	3.3	-6	-4.6
Cc1cc(/C=C2/NC(=O)NC2=O)c(C)n1-c1ccc(N2CCOCC2)cc1	-8	2	-14	4	6	-0.7	0.1	34*	-1.6
COc1cc(C=O)ccc1OCCCOc1ccccc1[N+](=O)[O-]	-1	-7	2	-3	5	/	-0.6	-4	-6.1
CCCCCOc1ccc(C(=O)OCC(=O)Nc2cc(C)c(C)cc2[N+](=O)[O-])cc1	-6	3	-1	-8	-2	/	0.8	7	0.3
C#CCOc1ccccc1C(N)=O	-11	1	4	8	2	-2.3	4.2	-2	-2.6
Cc1ccc(NC2CCCN(C(=O)c3ccc4nccnc4c3)C2)cc1C (stereo unspecified)	-3	-1	-7	/	0	-1.5	-1.0	-4	-3.8
COCc1ccc(C(=O)N2CCCC(Nc3ccc4c(c3)OCCO4)C2)o1 (stereo unspecified)	2	-1	-1	-2	1	0.0	-0.5	-3	-1.5
CC(CC(=O)O)CC(=O)Nc1ccc(Br)cc1 (stereo unspecified)	?	0	7	0	13	0.2	-3.4	5	-0.9
CCOC(=O)C1=C[C@@H](C(C)(C)C)N(S(=O)(=O)c2ccc(C)cc2)[C@H]1c1ccc(Cl)c(Cl)c1	-13	1	0	/	/	-1.3	/	/	-2.1
COc1ccc(N2C(=O)CCC(C(=O)NCCN3CCOCC3)C2c2ccc(OC)c(OC)c2)cc1 (stereo unspecified)	-5	0	11	/	7	1.6	/	6	-1.5
CN(c1ccccc1C(=O)NC1CCCCC1)S(=O)(=O)c1ccccc1	1	-1	8	-1	-1	0.0	1.6	-4	-2.3
Fc1ccc(NC(=S)Nc2ccccc2OC(F)F)cc1Cl	1	1	7	0	-2	/	2.6	4	-2.5
CSCCC(NC(=O)c1cc(C)oc1C)C(=O)O (stereo unspecified)	-10	0	0	6	1	-2.6	-3.2	-3	-2.4
CCC(C)N1C(=O)CCC1C(=O)NCc1ccc2c(c1)OCO2 (stereo unspecified)	5	-1	-5	-3	4	3.8	-0.2	3	-2.9
COc1cccc(CNc2ncc(Br)cc2Br)c1O	1	-8	0	0	-18	/	1.4	10	-6.3
O=C(O)c1ccc(-c2ccc(/C=c3/sc4nc5ccccc5n4c3=O)o2)cc1Cl	/	3	2	-8	-90	/	-6.2	-1	4.4
O=C(Oc1ccc2cc(Br)ccc2c1)c1cccnc1	-8	-2	9	4	5	-1.3	1.5	7	-3.0

# Further structures.
SMILES	BoNT-F LC inh	Mtb FBA inh	PrPC TRFRET	Rv3671c protease	MazF activator	Mtb BioA inh	UGM FP inh	GDH-TPI counter	FadD28 binding
C/C(=N\NC(=O)C(C)Nc1cccc(Cl)c1)c1ccc([N+](=O)[O-])cc1 (stereo unspecified)	7	3	-9	-4	4	/	-2.1	7	-2.0
CCc1ccc2nc(SCC(=O)NCC3CCCO3)c(C#N)cc2c1 (stereo unspecified)	-2	1	-6	6	8	/	-0.7	5	-0.7
Cc1ccc(CNC(=O)C2CCCN(Cc3cnn(-c4ccccc4)c3-n3cccc3)C2)cc1 (stereo unspecified)	-3	1	-10	1	-17	0.4	1.6	8	0.6
Cc1ccccc1N1C(=O)[C@@H]2Cc3ccccc3CN2C1=O	6	2	-2	-3	3	0.3	1.0	-7	-2.9
COc1ccc(C(=O)C[n+]2cn(C(F)F)c3ccccc32)c(F)c1	1	6	-1	-3	-8	/	-1.3	-6	-4.0
NC(=O)c1ccc(NC(=O)c2ccc(COc3ccccc3Br)cc2)cc1	-25	2	5	/	-77	-3.9	/	4	-0.2
O=C(NCc1ccc2c(c1)OCO2)c1cccnc1	-3	1	-5	-2	14	1.2	-0.4	7	0.3
Cc1cccc(C)c1NC(=O)N1CCC(n2c(=O)[nH]c3ccccc32)CC1	-9	-3	-3	-2	18	2.0	-1.7	10	-3.0
CCN(CC)CCNC(=S)N1CCn2c(nc3ccccc32)C1	9	-3	-2	8	4	0.2	-0.2	7	-4.1
N#Cc1ccc(-c2cccnc2)nc1SCc1ccc(Cl)c(Cl)c1	-2	-1	-3	/	-2	-1.2	/	-3	-1.1
COc1ccc(-c2cc(C(=O)N3CCN(C(=O)c4ccco4)CC3)[nH]n2)cc1	3	9	-1	-2	6	-1.7	3.0	10	-0.5
Cc1cc(F)c(F)cc1C(=O)N1CCCC1	-3	1	-1	-6	4	/	0.7	5	-0.2
COC(=O)COc1cccc(NC(=O)c2cccc(C)c2)c1	1	-1	9	2	-2	/	-1.9	-3	-3.5
Cc1cc(C)c(C)c(S(=O)(=O)N2CCN(Cc3nc4ccccc4[nH]3)CC2)c1C	2	-4	-8	-2	3	-1.2	3.2	1	-2.6
Cc1cc(C)c(S(=O)(=O)N2CCN(c3ccccc3)CC2)c(C)c1	-9	2	10	7	-23	0.9	2.4	6	1.3
Cc1cccc(-n2ncc3c(N)ncnc32)c1	-2	11	-2	-4	6	-0.1	2.9	3	-2.6
O=C(c1ccc(OC2CCN(CCc3ccccc3)CC2)cc1)N1CCCC(CCCO)C1 (stereo unspecified)	-3	3	-3	1	-5	0.2	-0.7	0	-0.2
CS(=O)(=O)N(CC(=O)N1CCc2ccccc2C1)c1cccc([N+](=O)[O-])c1	-10	2	-11	-1	9	-0.9	0.4	3	-0.2
CC1(C)CC(=O)C/C(=N/NC(=O)C2CCN(S(=O)(=O)c3cccs3)CC2)C1	4	0	-5	4	8	/	-2.8	4	-2.4
O=C(/C=C/c1ccccc1Cl)NNC(=O)c1ccncc1	-11	1	-11	-5	6	-0.8	2.4	22	-2.0
C=CCNc1nc(C(=O)OCC(=O)N(Cc2ccccc2)C(C)C)cs1	-1	1	3	3	4	0.3	-1.6	-2	-4.1
Cc1cc(C)c2nc(/N=C(\N)NC(=O)c3ccccc3)nc(C)c2c1	/	2	4	-2	-31	-1.2	-0.6	3	-0.4
COC(CN(C)C(=O)C1CCC(CNS(=O)(=O)c2ccccc2)CC1)OC (stereo unspecified)	24	1	-11	11	1	-0.3	0.4	2	1.3

# Given with each value named: part of the list above.
> CCc1ccc2nc(SCC(=O)NCC3CCCO3)c(C#N)cc2c1 (stereo unspecified)
  BoNT-F LC inh: -2
  Mtb FBA inh: 1
  PrPC TRFRET: -6
  Rv3671c protease: 6
  MazF activator: 8
  Mtb BioA inh: /
  UGM FP inh: -0.7
  GDH-TPI counter: 5
  FadD28 binding: -0.7

> Cc1ccc(CNC(=O)C2CCCN(Cc3cnn(-c4ccccc4)c3-n3cccc3)C2)cc1 (stereo unspecified)
  BoNT-F LC inh: -3
  Mtb FBA inh: 1
  PrPC TRFRET: -10
  Rv3671c protease: 1
  MazF activator: -17
  Mtb BioA inh: 0.4
  UGM FP inh: 1.6
  GDH-TPI counter: 8
  FadD28 binding: 0.6

> Cc1ccccc1N1C(=O)[C@@H]2Cc3ccccc3CN2C1=O
  BoNT-F LC inh: 6
  Mtb FBA inh: 2
  PrPC TRFRET: -2
  Rv3671c protease: -3
  MazF activator: 3
  Mtb BioA inh: 0.3
  UGM FP inh: 1.0
  GDH-TPI counter: -7
  FadD28 binding: -2.9

> COc1ccc(C(=O)C[n+]2cn(C(F)F)c3ccccc32)c(F)c1
  BoNT-F LC inh: 1
  Mtb FBA inh: 6
  PrPC TRFRET: -1
  Rv3671c protease: -3
  MazF activator: -8
  Mtb BioA inh: /
  UGM FP inh: -1.3
  GDH-TPI counter: -6
  FadD28 binding: -4.0

# Screens (PubChem)
